# West Nile antiviral = West Nile virus antiviral activity, cell-based, CPE readout (AID 1621); West Nile virus-infected cells, CPE inhibition; higher % means a stronger effect; hit rate 0.02% among 290,000; CPE inhibition, % at 10 µM; hits with a dose series show IC50 in µM; in the data active = a potency from the dose series; also: strong numbers were not always called active
# TNAP activation fold = human TNAP enzyme activators, primary screen, biochemical, luminescent, no phosphate acceptor, uHTS (AID 1001); purified TNAP, luminescent activation assay, no phosphate acceptor; higher activation fold means a stronger effect; one-dose activation fold at 20 µM; EC50 in µM for titrated hits; hit rate 0.03% among 200,000; in the data active = activation fold from about 3, or a potency from the dose series; inactive = the rest, 99 in 100 with activation fold below about 1.6; also: many of its hits are not listed in these tables
# PMI inhibitors = MPI enzyme activity inhibition – biochemical, fluorescence intensity, coupled assay, primary screen (AID 1209); purified PMI enzyme, coupled fluorescence intensity; higher % means a stronger effect; inhibition, % at 20 µM; hits with a dose series show IC50 in µM; hit rate 0.42% among 190,000;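 also: plate controls were DMSO vehicle for no effect and wells lacking substrate for full effect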
# M1AAP inhibition = malaria alanyl aminopeptidase activity blockers – biochemical, fluorogenic H-Leu-NHMec substrate, 1536-well (AID 1445) | recombinant M1AAP, H-Leu-NHMec fluorogenic kinetic assay; higher % means a stronger effect | one-dose inhibition, % at 30 µM; IC50 in µM for titrated hits | hit rate 0.42% among 220,000;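 active = primary inhibition above the hit cutoff, then over 50% inhibition at one or more dose response concentrations, cut at about 23% in these data, passing the limit was not always enough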;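 also: plate controls were DMSO full reaction for no effect and no enzyme background for full effect; strong numbers were not always called active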
# RSV antiviral HEp-2 = inhibition of RSV-induced cytopathic effect – HEp-2 cells, primary 10 µM value included (AID 2391) | CPE inhibition, % at 10 µM; hits with a dose series show IC50 in µM | HEp-2 cells, RSV-induced CPE inhibition; higher % means a stronger effect | hit rate 0.13% among 310,000; in the data active = a potency from the dose series; also: strong numbers were not always called active
# K1F lysis inhibition = inhibition of K1F phage lysis, E. coli UTI89, bacterial capsule biogenesis inhibitors, alamar blue (AID 488966). hit rate 0.02% among 340,000. one-dose inhibition, % at 100 µM; IC50 in µM for titrated hits. E. coli UTI89 K1F phage lysis, alamar blue, 2 h; higher % means a stronger effect;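 active = phage lysis inhibition, versus mean bacterial control, above a set limit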;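 also: capsule biogenesis inhibitors block K1F phage lysis so surviving cells raise fluorescence; higher fluorescence means more inhibition of phage lysis; actives were called in the ten point dose series up to 300 µM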
# T cell HTS = modulates CD8 T cell binding to vesicles; 2C CD8+ T cell-vesicle binding, flow cytometry; stronger effect = lower value; calls only at 7 µM; hit rate 0.068% among 330,000; AID 2052;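 active = response, share of CD8 T cells binding vesicles, and their 90th percentile fluorescence all below set limits, cut at about 80% in these data, passing the limit was not always enough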
#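 Assay system – 2C mouse CD8+ T cells · Also added – QL9-loaded Drosophila micro-vesicles · Timing – Cell–vesicle co-incubation 1.5 h at 37 °C, staining 20 min on ice · Signal – flow cytometry of vesicle-bound cells · Measure – percent CD8+ FL2 mean versus row control · Controls – Peptide-free naked vesicles (low) and QL9 vesicles with 0.7% DMSO vehicle (high)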
# PMI inhibition = MPI inhibition at elevated mannose 6-phosphate – biochemical, fluorescence intensity, high mannose 6-phosphate, primary screen (AID 1220); hit rate 0.66% among 190,000; recombinant PMI enzyme, coupled fluorescence intensity; higher % means a stronger effect; one-dose inhibition, % at 20 µM; IC50 in µM for titrated hits
# P. falciparum M17LAP = P. falciparum M17LAP inhibitors, primary screen, biochemical, fluorogenic H-Leu-NHMec substrate, 1536-well (AID 1619) | one-dose inhibition, % at 30 µM; IC50 in µM for titrated hits | hit rate 0.38% among 220,000 | recombinant M17LAP, H-Leu-NHMec fluorogenic kinetic assay; higher % means a stronger effect;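 active = compound inhibiting the enzyme by more than half at any dose during confirmatory dose-response retesting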;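 also: plate controls were full reaction with DMSO carrier for no effect and no enzyme background for full effect; strong numbers were not always called active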
# T cell HTS vesicle-bound % = second read-out of T cell HTS, no call of its own (marks repeat the call); double positive events, %; measured here: CD8+ vesicle-bound cell fraction;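 binding gate set so that unloaded-vesicle control wells show 10% double positive cells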
# * hit, by the source's call; i = inactive; . = not tested or not shown; [ ] = dose if it differs, or a comment. Rule as the data show it, unless noted: active = inhibition above about 50%; inactive = the rest. Compounds as they come, and some 1.5% of all compounds hit somewhere here.
# Values run as follows: West Nile antiviral	TNAP activation fold	PMI inhibitors	M1AAP inhibition	RSV antiviral HEp-2	K1F lysis inhibition	T cell HTS	T cell HTS vesicle-bound %	PMI inhibition	P. falciparum M17LAP
CCOc1ccc(NC(=S)N(CCc2c(C)[nH]c3ccc(C)cc23)Cc2ccncc2)cc1
→ .	1.1	-7%	-2%	12%	3.1%	i	39	8%	0%
Cc1c2c(n3c(nc4ccccc43)c1C#N)N(CCN(C)C)CC2
→ -0.3%	1.2	-1%	-1%	0.3%	0.4%	i	18	8%	-11%
COCc1ccc(C(=O)Nc2ccc(C(=O)O)cc2)o1
→ 0.3%	.	.	5%	0.8%	0.1%	i	34	.	8%
Cc1ccc2c(c1)N(CCCC(=O)NCCC1=CCCCC1)C(=O)CO2
→ -0.3%	1.1	8%	13%	0.6%	1.7%	i	4	14%	9%
CC(C)(C)N(NC(=O)Nc1ccccc1)C(=O)c1ccccc1
→ 0.3%	1.1	-3%	1%	0.6%	0.9%[50 µM]	i	7	-2%	3%
O=C(CN1CCN(c2cccc(Cl)c2)CC1)NCc1ccccc1
→ -1.1%	.	.	.	7.6%	0.4%	i	56	.	.
COC(=O)CSC1=NS(=O)(=O)c2ccccc21
→ 0.6%	1.3	10%	6%	1.0%	0.0%	i	28	-2%	-20%
COc1ccc(S(=O)(=O)N2CCOCC2)cc1NC(=O)CCc1c[nH]c2ccccc12
→ -0.4%	1.2	14%	5%	0.9%	0.7%	i	19	18%	4%
CC1=CC=CN2C1=NC(=O)CC2(C)C(=O)N(CC(=O)NC1CCCC1)c1ccccc1C (stereo not drawn)
→ -0.3%	1.1	7%	3%	2.7%	0.3%	i	47	4%	-47%
O=C(NNS(=O)(=O)c1ccc(F)cc1)c1ccc([N+](=O)[O-])cc1Cl
→ -0.6%	.	.	.	1.1%	0.0%	i	60	.	.
CCOc1ccc(NC(=O)Cc2c(C(=O)O)n(C)c3ccccc23)cc1
→ 0.4%	.	.	.	1.0%	0.0%	i	35	.	.
CCN(CC)CCCNC(=O)c1cn(C)c(=O)c2c1c1ccccc1n2C
→ -0.5%	.	.	.	0.0%	0.0%	i	18	.	.
NC(=O)c1cnccn1
→ 0.3%	1.1	-11%	4%	2.8%	-0.1%	i	18	-7%	4%
COc1ccc(Cn2nnnc2C(c2cc3ccc(OC)cc3[nH]c2=O)N2CCCCCC2)cc1 (stereo not drawn)
→ 1.2%	1.1	-20%	13%	-2.0%	-1.5%	.	.	-41%	-1%
CN(C)c1ccnc(-n2cccc2/C=N/OCc2cccc(F)c2)c1C#N
→ -0.2%	1	8%	9%	1.1%	0.1%[50 µM]	i	56	7%	1%
COC(=O)c1ccc(Oc2c(C(F)(F)F)oc3c(CN4CCN(C)CC4)c(O)ccc3c2=O)cc1
→ 0.1%	1	-16%	10%	.	0.3%	i	8	-12%	4%
O=C(CCCC(=O)N(CC(=O)NC1CCCC1)Cc1ccccc1)Nc1ccccn1
→ -0.1%	1.1	-3%	4%	-0.7%	-0.3%	i	16	-5%	6%
COC(=O)c1sccc1NC(=O)CN(C)NS(=O)(=O)c1ccc([N+](=O)[O-])cc1
→ 0.1%	1.1	-2%	2%	1.2%	-0.6%	i	29	-11%	-2%
CC(=O)NC(CCS(C)(=O)=O)C(=O)Nc1nccs1 (stereo not drawn)
→ 0.1%	1.1	6%	4%	0.7%	-0.4%[50 µM]	i	46	6%	3%
CC(=O)N1c2ccc(S(=O)(=O)NCCC(=O)Nc3ccccc3C)cc2CC1C (stereo not drawn)
→ 0.7%	.	.	.	0.7%	0.1%	i	15	.	.
CCOC(=O)c1sc(S(C)(=O)=O)c2c1CCc1conc1-2
→ 0.4%	.	.	3%	1.8%	.	i	49	.	0%
CS(=O)(=O)N1N=C(c2ccc(Cl)cc2)CC1c1cccs1 (stereo not drawn)
→ -2.0%	1.1	-2%	0%	-1.1%	0.2%	i	15	-6%	-7%
CCOC(=O)/C=C1\NC(=O)CS1
→ 0.6%	1	6%	9%	1.9%	0.4%	i	38	-1%	-2%
NS(=O)(=O)c1ccc(CCNC(=O)c2ccc(-c3ccccc3)cc2)cc1
→ -0.1%	.	.	.	1.2%	0.2%	i	12	.	.
CC1CCCCC1NC(=O)c1cc2c(=O)n3ccccc3nc2n1C (stereo not drawn)
→ -0.3%	.	.	.	6.5%	0.2%	i	4	.	.
O=C1CNC(=O)/C1=C/c1ccc(Br)cc1
→ 0.3%	.	.	5%	3.2%	-0.5%	i	5	.	8%
CSC1=N/C(=C/c2ccc(-n3cncn3)cc2)C(=O)N1
→ 0.0%	.	.	15%	2.8%	0.1%	i	19	.	2%
COc1ccccc1C(=O)NC1CCN(C(=O)Nc2ccc(C)cc2)CC1
→ -0.8%	.	.	.	0.8%	0.4%	i	38	.	.
CCCN1CCN(CCCNC(=O)c2cc3c(s2)-c2ccccc2OC3)CC1
→ 20µM*	.	.	.	0.4%	0.2%	i	0	.	.
COc1ccc(C(=O)N/N=c2\oc3ccccc3cc2C(N)=O)cc1
→ 0.0%	0.9	-15%	5%	6.0%	0.1%	i	41	-9%	-1%
CN(C)/C(=N\S(=O)(=O)c1ccc(Br)cc1)c1ccccc1
→ 0.1%	.	.	.	0.5%	-2.6%	i	66	.	.
COc1ccc(/C=C/c2cc(-c3ccc(C)cc3)o[n+]2C)cc1
→ 3.1%	1.1	-6%	15%	-2.4%	-10%	i	25	-7%	4%
CCS(=O)(=O)N1CCC(C(=O)NC2CCCCCCC2)CC1
→ -0.8%	1.1	16%	10%	3.9%	6.1%	i	8	19%	10%
CC1(C)Cc2ccccc2-c2nc3n(c(=O)c21)CCS3
→ -0.6%	1.1	3%	2%	0.9%	0.3%	i	42	-2%	5%
CCCOC(=O)/C(=C\C=C\c1ccco1)NC(=O)c1ccccc1
→ -0.2%	1.1	-57%	11%	2.2%	-0.8%	i	56	-82%	2%
Cn1c(=O)oc2cc(S(=O)(=O)N3CCCC(C(=O)NCc4cccs4)C3)ccc21 (stereo not drawn)
→ -0.1%	1.2	-6%	2%	0.9%	-1.4%	i	35	-2%	-11%
COc1ccccc1OCC(O)CN1C(=O)NC(C)(C)C1=O (stereo not drawn)
→ 0.4%	1.2	0%	7%	1.0%	-0.1%	i	33	5%	10%
Cn1c(COc2ccc(Cl)cc2)nnc1SCC(=O)Nc1ccc2c(c1)CCC2
→ -0.7%	1	-11%	4%	0.8%	-0.1%	i	11	-14%	-3%
COc1ccc(CNc2ccc([N+](=O)[O-])cc2C)cc1
→ 0.3%	.	.	3%	48%	0.2%	i	49	.	-10%
CC1CN(C)C(C)c2c1oc1ccc([N+](=O)[O-])cc21 (stereo not drawn)
→ -0.2%	1.1	4%	1%	-0.4%	-0.2%	i	28	4%	8%
CC(C)S(=O)(=O)c1cnc(N2CCOCC2)nc1N
→ -0.4%	.	.	1%	1.7%	0.5%	i	35	.	-3%
CCCS(=O)(=O)N1CCC(C(=O)NCCN2CCCC2)CC1
→ 0.1%	1.2	5%	0%	-0.4%	0.3%	i	10	4%	-4%
Cc1ccc(Cl)cc1N1CCN(C(=O)C(=O)N2CCCCC2)CC1
→ -1.1%	1.1	10%	3%	2.0%	-0.5%	i	65	14%	-5%
COc1ccc(CNC(=O)C(OC(=O)c2ccco2)c2ccccc2)cc1 (stereo not drawn)
→ 1.1%	.	.	.	0.1%	-0.4%	i	28	.	.
CC(=O)Nc1ccc(S(=O)(=O)N2CCN(c3cc(C(F)(F)F)ccn3)CC2)cc1
→ -1.0%	.	.	2%	.	4.0%	i	18	.	1%
C/C=C/c1ccc(OCC(=O)N2CCc3cc(OC)c(OC)cc3C2)c(OC)c1
→ 0.2%	.	.	.	5.9%	-0.5%	i	54	.	.
CC1(C)CC(=O)c2c(oc3ccc(NS(=O)(=O)c4ccc(C(=O)O)cc4)cc23)C1
→ 0.9%	1.1	-3%	26µM*	1.1%	-1.5%	i	56	-4%	35%
O=C(O)c1cccc(N2C(=O)C3CC=CCC3C2=O)c1 (stereo not drawn)
→ -0.1%	1.1	4%	0%	-0.7%	6.8%	i	9	8%	-2%
COc1ccc(OCCCC(=O)NCCc2ccc(OC)c(OC)c2)cc1
→ -0.9%	1.1	-4%	-6%	1.2%	1.5%	i	23	-1%	-7%
O=C(NNC(=S)NCc1ccccc1)c1cccnc1
→ 0.1%	.	.	.	2.4%	1.4%[50 µM]	i	17	.	.
COCCC(=O)N1CCC(Oc2ccc(C(=O)NCCn3cccn3)cc2)CC1
→ 1.2%	.	.	.	1.1%	0.6%[50 µM]	i	12	.	.
COc1ccc(OC)c(CN2CCCC(C(=O)N3CCCCC3)C2)c1 (stereo not drawn)
→ -1.2%	1.1	11%	3%	-0.2%	0.9%	i	1	14%	-5%
COC(=O)CN1C(=O)C(O)(CC(=O)c2ccc(C)o2)c2ccccc21 (stereo not drawn)
→ 0.1%	1	9%	15%	0.3%	0.8%	i	55	4%	2%
O=C(/C=C/c1cn(-c2ccccc2)nc1-c1cccnc1)N1CCCC1
→ -0.9%	1.1	4%	5%	.	-0.5%	.	.	5%	12%
O=c1c(Cl)c(NC2CC2)cnn1-c1ccccc1
→ -0.4%	1.1	5%	10%	2.1%	-0.2%	i	28	-5%	1%
Cc1ccc(Sc2ncnc(N)c2[N+](=O)[O-])cc1
→ 0.7%	1.1	-2%	0%	2.2%	3.8%	i	44	-1%	-9%
COc1cccc(C(=O)Nc2c3c(nn2-c2cccc(C)c2C)CS(=O)(=O)C3)c1OC
→ 0.9%	1.1	18%	6%	.	1.1%	i	4	18%	3%
CC(=O)Nc1ccc(NCC(O)COc2ccccc2)cc1 (stereo not drawn)
→ 0.4%	1.1	7%	1%	2.6%	0.6%	i	15	-1%	0%
CN(C)c1ccc(-n2cccc2)cc1
→ 0.6%	.	.	1%	1.2%	0.7%	i	19	.	-9%
COc1cc(C2C(C#N)=C(N)N(c3ccc(F)cc3)C3=C2S(=O)(=O)CC3)ccc1O (stereo not drawn)
→ -0.8%	1.1	13%	12%	1.0%	-0.8%	i	35	46%	24%
